# Screens deposited in PubChem BioAssay by several laboratories.
# STK33 kinase inh: inhibitors of purified STK33 kinase, primary screen, biochemical, ADP-Glo luminescence, homogeneous, cell-free | MBP phosphorylation | Serine/threonine-protein kinase 33 (Homo sapiens), Q9BYT3 | 320,000 compounds, 0.073% hits | inhibition, % at 10 µM;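 active = inhibition at or above 25%, using the most active replicate where run in duplicate; inactive = inhibition below 25%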
# Target sequence (Q9BYT3 whole entry, looked up): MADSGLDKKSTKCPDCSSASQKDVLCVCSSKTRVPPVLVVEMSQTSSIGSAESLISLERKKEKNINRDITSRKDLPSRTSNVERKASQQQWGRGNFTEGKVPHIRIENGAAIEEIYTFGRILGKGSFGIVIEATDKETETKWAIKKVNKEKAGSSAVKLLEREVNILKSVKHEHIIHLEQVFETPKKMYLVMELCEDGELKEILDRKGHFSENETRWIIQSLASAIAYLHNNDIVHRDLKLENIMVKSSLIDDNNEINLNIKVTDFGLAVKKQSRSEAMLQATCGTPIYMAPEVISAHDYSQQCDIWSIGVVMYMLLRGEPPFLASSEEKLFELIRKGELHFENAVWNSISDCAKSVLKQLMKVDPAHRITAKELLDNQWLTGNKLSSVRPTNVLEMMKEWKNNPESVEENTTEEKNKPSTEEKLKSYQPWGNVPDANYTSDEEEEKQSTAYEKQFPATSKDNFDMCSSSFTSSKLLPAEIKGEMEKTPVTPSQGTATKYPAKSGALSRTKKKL
# OX1R FRET antag: antagonists of human orexin 1 receptor (OX1R); Orexin/Hypocretin receptor type 1 (Homo sapiens), O43613; OX1R-expressing cells, FRET antagonist read-out; inhibition, % at 6.6 µM; 330,000 compounds, 1.8% hits; in the data active = inhibition mostly above about 38%, no sharp cut-off; inactive = mostly below about 40%;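 note: 0% = agonist challenge alone and 100% = reference antagonist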
# Target sequence (O43613 whole entry, looked up): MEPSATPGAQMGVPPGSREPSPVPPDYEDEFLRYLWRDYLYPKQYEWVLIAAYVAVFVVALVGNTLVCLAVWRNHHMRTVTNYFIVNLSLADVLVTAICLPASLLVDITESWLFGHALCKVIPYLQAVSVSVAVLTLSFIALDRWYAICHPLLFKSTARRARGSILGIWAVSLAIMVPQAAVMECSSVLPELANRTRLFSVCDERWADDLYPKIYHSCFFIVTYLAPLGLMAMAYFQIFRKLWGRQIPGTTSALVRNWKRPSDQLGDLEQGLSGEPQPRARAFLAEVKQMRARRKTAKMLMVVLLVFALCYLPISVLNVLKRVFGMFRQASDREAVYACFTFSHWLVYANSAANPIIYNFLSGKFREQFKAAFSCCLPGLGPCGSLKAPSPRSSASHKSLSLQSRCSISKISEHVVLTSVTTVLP
# * hit, by the source's call; . = no result given.
Structure | STK33 kinase inh | OX1R FRET antag
CCN(c1ccccc1)S(=O)(=O)c1ccc(C(=O)Nc2cccc(C)n2)cc1 | -0.1 | 6.0
O=C(O)c1cn(Cc2ccccc2)nc1-c1cccnc1 | -0.2 | 2.0
Cc1[nH]c(=O)[nH]c(=O)c1S(=O)(=O)N1c2ccc(F)cc2CCC1C (stereo unspecified) | -0.1 | 3.7
CCCN(CCC)S(=O)(=O)c1ccc(C(=O)Nc2nc(-c3ccccc3)c(C(=O)OCC)s2)cc1 | -2.6 | 1.1
S=C(NCc1ccco1)NC1CCCc2ccccc21 (stereo unspecified) | -0.1 | 5.2
COCCn1c(SCC(=O)N2CCC(C)CC2)nc2c(c1=O)SCC2 | -0.4 | 35.5
COc1ccc(NC(=O)CC2C(=O)N(c3cccc(OC)c3)C(=O)N2Cc2ccco2)cc1 (stereo unspecified) | 0.6 | 21.9
COc1ccc2c(-c3ccc(OCCN4CCCCC4)cc3)c(-c3ccccc3OC)sc2c1 | . | -5.8
O=C(CCC1(C(=O)O)CCC(=O)NC1)NCc1ccccc1 (stereo unspecified) | -0.6 | 12.1
CCC(=O)Nc1ccc(N2CCOCC2)c(S(=O)(=O)Nc2ccc(OC)cc2)c1 | -1.7 | 16.8
CC(C)c1ccc(S(=O)(=O)N2CCN(C(=O)c3ccncc3)CC2)cc1 | -2.4 | 5.3
Cc1c(C2C(C#N)=C(N)N(c3ccccc3C#N)C3=C2C(=O)CCC3)cnn1C (stereo unspecified) | -3.8 | 15.9
CC(=O)NCCC(=O)Nc1ccc(F)cc1C | -3.0 | 4.3
COc1ccc2nc(SCC(=O)NCc3ccc4c(c3)OCO4)[nH]c2c1 | 2.9 | 34.9
COc1ccc(/C(N)=N/OC(=O)CCC2CCCC2)cc1 | -0.1 | 7.6
Cc1ccc2c(c1)NC(=O)C(CC(=O)NCCCN1CCCCC1C)O2 (stereo unspecified) | -1.3 | 3.2
Cc1ccc(S(=O)(=O)Nc2cc(C)cn(Cc3ccc(F)cc3)c2=O)cc1 | -0.5 | 2.3
Cc1ccc(C(=O)NCC(=O)N/N=C/c2cccs2)cc1C | 0.5 | 5.7
Cc1cc(/C=C2\C(=N)N3N=C(S(C)(=O)=O)SC3=NC2=O)c(C)n1Cc1ccccc1 | -2.3 | 57.9*
COc1cccc(/C=N/NC(=O)c2[nH]nc3c2CCc2ccccc2-3)c1O | 0.0 | 75.7*
CCOC(=O)Cc1csc(N/N=C\c2cccc(Br)c2)n1 | -0.8 | 24.9
CSc1nsc(NC(=O)Cc2ccccc2)n1 | 0.8 | 4.5
COc1cccc(C(C[N+](=O)[O-])c2c(C)[nH]n(-c3ccccc3)c2=O)c1 (stereo unspecified) | 0.2 | 19.7
CCOc1ccc(N2C(=O)C(CC(=O)Nc3ccc(F)cc3)N(Cc3ccccn3)C2=S)cc1 (stereo unspecified) | -2.4 | 2.6
COc1ccc(CCNc2nc(-c3ccco3)cc(C(F)(F)F)n2)cc1OC | -1.4 | 4.2
COc1ccc(C)cc1S(=O)(=O)N1CCCC(C(=O)NCC2CCCO2)C1 (stereo unspecified) | 0.0 | 7.0
COCc1cc(C)nc2sc(C(=O)N3CCN(c4ccccc4)CC3)c(N)c12 | 0.1 | 15.7
C=C(C)c1cccc(C(C)(C)NC(=O)N2CCC(C)CC2)c1 | -0.9 | 12.3
C[C@]12C(=O)N(c3ccc(C(F)(F)F)cc3)C(=O)N1[C@@H]1c3ccccc3OC[C@@H]1[C@H]2c1ccccc1 | -0.6 | 35.7
CC(C)CN(Cc1c(O)ccc2c3c(c(=O)oc12)CCC3)CC(C)C | 0.5 | 13.8
CCN(CC)S(=O)(=O)c1ccc(N2CC(C(=O)NCc3ccc4c(c3)OCO4)CC2=O)cc1 (stereo unspecified) | 1.6 | -3.4
COc1ccc(CCNC(=O)C2CCCN2C(=O)Nc2ccc(C)cc2)cc1OC (stereo unspecified) | . | 4.9
O=C(c1cccn2c(=O)c3cc(Cl)ccc3nc12)N1CCOCC1 | -1.7 | 12.3
CN(C)NC(=S)NC1(C)CCS(=O)(=O)C1 (stereo unspecified) | -1.1 | 5.2
Cn1cnnc1SCC(=O)NCCc1ccc(Cl)cc1Cl | 0.1 | 3.8
CC(C)N(C(=O)CSc1nnc(-c2cc3ccccc3cc2O)n1Cc1ccco1)C(C)C | -0.2 | 21.5
COCCCNC(=S)NNC(=S)NCCCOC | -0.9 | 0.4
C/C(=N\Nc1nc(-c2ccc(C)cc2C)cs1)c1cc2ccccc2oc1=O | 0.2 | 15.4
Cc1ccc(N2CC(C(=O)N3CCN(Cc4ccc5c(c4)OCO5)CC3)CC2=O)cc1 (stereo unspecified) | 0.7 | 20.0
O=S(=O)(NCCc1ccccc1)c1cccc(S(=O)(=O)N2CCOCC2)c1 | -1.7 | 7.7
COc1ccc(CCNS(=O)(=O)c2ccc3c(c2)CCN3C(=O)C2CC2)cc1OC | -0.1 | 43.2
C=CCN(c1ccccc1C(=O)NCC(=O)O)S(=O)(=O)c1ccccc1C | -1.5 | 9.6
O=C(CSc1nc2ccccc2o1)N1CCCC1 | -5.2 | 27.1
O=C(c1ccccc1Br)N(Cc1ccccc1)c1ccccc1 | -2.2 | 20.6
CCn1nnnc1SCC(=O)c1ccc(NC(C)=O)cc1 | -0.3 | 19.2
Cc1ccccc1CCNC(=O)c1ccc(Cl)c(S(=O)(=O)N2CC(C)OC(C)C2)c1 (stereo unspecified) | 0.3 | 13.0
Cc1ccc(NC(=O)C(=O)NCc2ccccn2)cc1 | 1.1 | 8.6
CCCCCN(C(=O)CCC(=O)OCC(=O)Nc1cccc(CC)c1)c1c(N)n(CCCC)c(=O)[nH]c1=O | -0.1 | 19.1
COc1ccc(-c2nn(-c3ccccc3)cc2/C=N/Nc2ccc3ccccc3n2)cc1OC | -0.6 | 3.2
O=C(O)c1ccc(N2C(=O)c3cccnc3C2=O)cc1 | -1.6 | 11.1

# Next records follow:
Structure | STK33 kinase inh | OX1R FRET antag
CCCCn1c(N)c(S(=O)(=O)c2ccc(C)cc2)c2nc3ccccc3nc21 | -0.8 | 0.8
Cc1ccc(S(=O)(=O)c2nc(S(=O)(=O)c3ccc(C)cc3)c(NCc3ccco3)s2)cc1 | -1.3 | 1.9
CCOc1ncccc1C(=O)Nc1ccccc1N1CCOCC1 | -0.3 | 12.2
COC(=O)C1=NNC(C(=O)c2ccco2)C1c1ccc(OC)cc1 (stereo unspecified) | 0.0 | 8.2
COCC(=O)Nc1sc2c(c1C(=O)OC)CCCC2 | 1.2 | 17.9
COc1cc2c(cc1NC(=O)CCCN1C(=O)CCC1=O)oc1ccccc12 | -0.8 | 36.9
COc1ccc2ccc(O)c(CN3CCN(S(=O)(=O)c4cc([N+](=O)[O-])ccc4C)CC3)c2c1 | -0.2 | 13.6
CC(=O)Nc1ccc(-n2nnnc2SCC(=O)NCc2cccs2)cc1 | 0.3 | 45.5
CCN(CC(=O)Nc1ccc(NC(C)=O)cc1)C(=O)C1CCCN(C(=O)c2ccc(Cl)cc2)C1 (stereo unspecified) | -0.5 | 1.8
COc1ccc(NC(=O)CSc2nnc(-c3cccnc3)s2)cc1 | 0.6 | 18.8
CC(=O)N1CCC(O)(c2ccc3c(c2)OCO3)CC1 | -3.5 | 5.3
CC(=O)OC1c2c(ccc3ccc(=O)oc23)OC(C)(C)C1OC(=O)CC(C)C (stereo unspecified) | 8.8 | 13.8
CCCCN(C(=O)c1ccc([N+](=O)[O-])o1)c1c(N)n(CCCC)c(=O)[nH]c1=O | . | 62.4*
COc1ccccc1CNC(=O)c1ccc(NC2=NC3CS(=O)(=O)CC3S2)cc1 (stereo unspecified) | -0.7 | 4.3
CN(C(=O)C1CCCC1)C1CCS(=O)(=O)C1 (stereo unspecified) | -0.7 | 16.2
CCOc1ccc(NC(=S)NC(=O)c2ccco2)cc1 | -0.8 | -5.2
CCn1nc(C(=O)N2CCN(Cc3ccc4c(c3)OCO4)CC2)c2ccccc2c1=O | -1.8 | 11.0
C=CCc1cccc(CNc2ccc(S(=O)(=O)Nc3nccnc3OC)cc2)c1O | -2.5 | 15.8
O=S(=O)(c1ccccc1)c1cccc(S(=O)(=O)N2CCCCC2)c1 | 1.0 | 8.6
COc1ccc(/C=C2\CC/C(=C\c3ccc(OC)c(OC)c3)C2=O)cc1OC | -2.0 | 15.8
CCOC(=O)c1cc(C#N)c(SCC(=O)OC)[nH]c1=O | -0.5 | 4.0
COc1ccc(/C=N/Nc2cc(C)nc(N3CCOCC3)n2)cc1OC | -0.7 | 4.2
Fc1ccccc1C1CCN(Cc2nc(COc3ccccc3)no2)C1 (stereo unspecified) | -0.7 | 12.7
CCOC(=O)c1nnn(-c2nonc2NC(C)=O)c1C | -0.3 | 12.6
COc1cc(/C=N/Nc2ccccc2C(F)(F)F)ccc1O | -1.9 | 18.0
Cc1noc(C)c1NC(=O)Nc1ccc2c(c1)C(=O)N([C@H](C)CO)C[C@H](C)[C@@H](CN(C)S(=O)(=O)c1ccc(F)cc1)O2 | -1.3 | 10.0
c1ccc(C(c2ccccc2)c2ccn[nH]2)cc1 | -0.7 | 18.4
COc1ccc(Cn2c(-c3ccc(OC)cc3)nc3ccccc32)cc1 | -0.6 | 13.5
COc1cc(NC(=S)NC(=O)c2ccccc2F)ccc1NC(=O)c1cccs1 | -0.1 | 13.3
COc1cccc(S(=O)(=O)N2CCN(Cc3ccc4c(c3)OCO4)CC2)c1 | -2.5 | 16.8
Cc1ccc(S(=O)(=O)c2nc(-c3ccccc3)oc2N2CCCC2)cc1 | . | 9.4
N#Cc1ccc(CSc2nc(N)cc(=O)[nH]2)cc1 | -1.2 | 8.0
Cc1ccc(-n2sc3ccccc3c2=O)cc1S(=O)(=O)N1CCCCC1 | -1.2 | 18.0
COc1ccccc1N1C(=O)C=C(Sc2nc(C)cc(C)n2)C1=O | 1.4 | 3.4
CC(=O)Nc1ccc(NC(=O)COC(=O)Cc2c[nH]c3ccccc23)cc1 | -0.2 | 12.5
Cc1ccc(O)c(NC(=O)c2onc(C)c2Cl)c1 | 8.7 | -1.2
O=C(O)CN1CCN(Cc2ccccc2F)C1=O | -0.7 | 3.8
c1ccc(-c2cc3ncccc3cn2)cc1 | -1.2 | -0.2
CN1CCN(S(=O)(=O)c2cccc(C(=O)NCCC3=CCCCC3)c2)CC1 | -1.4 | 14.0
COc1cc(CC(=O)OCC(=O)Nc2ccc3c(c2)OCCO3)cc(OC)c1OC | -2.8 | 12.2

# Four of the entries above in order of their number in OX1R FRET antag, largest number first:
structure | STK33 kinase inh | OX1R FRET antag
Cc1ccc(-n2sc3ccccc3c2=O)cc1S(=O)(=O)N1CCCCC1 | -1.2 | 18.0
Cc1ccc2c(c1)NC(=O)C(CC(=O)NCCCN1CCCCC1C)O2 (stereo unspecified) | -1.3 | 3.2
CCOc1ccc(N2C(=O)C(CC(=O)Nc3ccc(F)cc3)N(Cc3ccccn3)C2=S)cc1 (stereo unspecified) | -2.4 | 2.6
COc1ccc2c(-c3ccc(OCCN4CCCCC4)cc3)c(-c3ccccc3OC)sc2c1 | . | -5.8

# Further compounds
Structure | STK33 kinase inh | OX1R FRET antag
Cc1cc(Cl)ccc1Oc1ncnc2oc(-c3ccccc3)cc12 | -0.3 | 31.1
COc1ccc(CCC(=O)NC2CCCCC2)cc1 | -1.0 | 6.7
Cc1cccc(C)c1OCc1cc(C(=O)N(Cc2nccn2C)C(C)C)no1 | 0.1 | 21.5
CCCc1nc2oc(C(=O)c3ccccc3)c(N)c2c2c1COC(C)(C)C2 | 0.6 | 16.5
O=C(CC1C(=O)NCCN1Cc1cccc(Oc2ccccc2)c1)NCCc1cscn1 (stereo unspecified) | 0.2 | 9.2
CCOC(=O)C1CCN(C(=O)CN(C)S(=O)(=O)c2cc(C)ccc2OC)CC1 | -0.5 | -3.7
CN=C1CC(SC)=C1c1ccc(C)cc1 | -1.4 | 21.6
CCCCCCn1c(CN2CCN(CCO)CC2)nc2c1c(=O)n(C)c(=O)n2C | -0.6 | 0.9
COc1cccc(O)c1CN1CCC(C(=O)Nc2ccc(-c3cccc(C)c3)cc2)CC1 | -2.2 | 2.8
Cc1ccc(N(CC(=O)NCc2cccnc2)S(C)(=O)=O)cc1C | 0.1 | 11.0
Cc1cccc(Nc2ncc3c(n2)CC(c2ccco2)CC3=O)c1 (stereo unspecified) | 0.1 | 25.4
CC(=O)Nc1ccc(C(=O)COC(=O)C2CCCCC2)c(F)c1 | -1.1 | 2.1
Cc1[nH]c2ccc(C(C)C)cc2c1CC(=O)O | -0.9 | 6.4
COc1ccc(OC)c(S(=O)(=O)N2CCCC(N3CCN(c4ccccc4)CC3)C2)c1 (stereo unspecified) | -0.6 | 6.1
CC1(C(=O)O)CCC(C(=O)N2CCCCC2)C1(C)C (stereo unspecified) | 0.0 | 16.7
COC(=O)c1cc(S(=O)(=O)NCC2CCN(Cc3cc(C)ccc3C)CC2)cn1C | -1.7 | 7.4
Cc1ccc(S(=O)(=O)NCC(=O)OCC(=O)NCc2ccco2)cc1 | -2.2 | 0.5
COc1cc(C(=O)c2ccccc2)c([N+](=O)[O-])cc1OC | 0.9 | 5.8
Cc1nc2ccccn2c1/C(O)=C1\C(=O)C(=O)N(CCN(C)C)C1c1cccnc1 (stereo unspecified) | 2.2 | 11.1
O=C(O)Cc1sc(-c2cccnc2)nc1-c1ccc(Br)cc1 | -2.2 | 3.2
CC(C)CCNC(=O)NC(=O)CSc1nnc(-c2ccccc2Br)o1 | -1.8 | -4.4
CCC(C)(C)NC(=O)CN(Cc1cccs1)C(=O)CNS(=O)(=O)c1ccc(F)cc1 | -2.6 | 11.7
CSc1nn(-c2ccc(C(=O)OCC(=O)NC(=O)NC(C)C)cc2)c(=S)s1 | 0.6 | 19.3
CC(C)SCCCOc1ccc(C(C)(C)C)cc1 | -1.9 | 22.4
COc1ccccc1OCCNC(=O)CN1C(=O)NC2(CCCCC2)C1=O | 0.3 | 0.3
CC(C)(COC(=O)Nc1ccccc1)COC(=O)Nc1ccccc1 | 0.1 | 20.4
Cc1coc2c(C)c3oc(=O)c(CC(=O)N[C@@H](CC(C)C)C(=O)O)c(C)c3cc12 | 0.6 | 3.3
CCOC(=O)NC(=O)CSc1ccc(S(=O)(=O)N2CCCCC2)cn1 | -3.3 | 5.7
C/C(=N\NC(=O)c1cc(Br)ccc1O)c1ccccn1 | 2.6 | .
